Chronic BCR inh: chronic active BCR signaling inhibition. ABC-DLBCL IkBa-CBG/CBR reporter, luminescence ratio, 4 h. Potency, µM (top dose mostly 46.1 µM), for inactives: at the top dose ratio change, negative = lower green/red ratio, hits mostly inhibitors. 0.05% of 340,000 active. AID 493014; active means well fitted inhibition curve with a large enough effect in the signal ratio, with a control signal flat, not every such curve was filed as active; inconclusive means small, poorly fitted or top-dose-only effect, or effect the other way, or a change in a side signal; the % refers to the signal ratio;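 further: potency means the concentration at half of the fitted maximal effect; plate controls were basal doxycycline-induced cells for no effect and cells given 10 µM MG132 for full effect; MG132 reads +100%, hits lower the ratio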
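Cell line TMD8 (human ABC DLBCL), stably expressing tet-inducible CBG68-IkBa fusion and CBR; IMDM/0.5% FBS; cpd up to 46 uM; dox induction, 4 h, 37C/5% CO2; dual luminescence; green/red ratio; MG132 control.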
Mito fusion yeast: mitochondrial division inhibition or fusion activation. S. cerevisiae fusion-defective mutant growth rescue, CellTiterGlo 48 h. Potency, µM (titrated, usually from 46.1 µM), for inactives: at the top dose growth rescue (activation), actives largely listed as activators. 0.23% of 320,000 active. AID 485298;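 further: potency means the concentration at half of the fitted maximal effect; % of control where 0% means no effect; nearly all actives have a fitted effect of over 45% in size; temperature-sensitive fusion mutants such as fzo1-1 at 37 °C on non-fermentable ethanol glycerol medium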
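Growth-rescue viability read-out: after 48 h at the non-permissive 37C in glycerol/ethanol YPEG, yeast mitochondrial fusion mutants are measured by CellTiterGlo luminescence; compounds (23 nl pinned per well) restoring growth score as division inhibitors or fusion activators.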
Menin-MLL TR inh: menin-MLL binding inhibition, Texas Red mutant peptide. Menin + Texas Red MLL mutant peptide, fluorescence polarization. Potency, µM (series often up to 61.6 µM), for inactives: at the top dose FP activity change, negative = inhibition, actives largely listed as inhibitors. 0.23% of 270,000 active; active means well fitted inhibition curve with a large enough effect in the polarisation, with a control signal flat, not every such curve was filed as active; inconclusive means small, poorly fitted or top-dose-only effect, or effect the other way, or a change in a side signal; inactive means no such curve, though single readings can be large or run the other way; the % refers to the polarisation; further: potency means the concentration at half of the fitted maximal effect; % of control where 0% means no effect; many of its hits are not listed in these tables
Eya2 inh: inhibitors of human Eya2 phosphatase activity; O00167; Potency, µM (highest dose often 76.9 µM), inactives show at the top dose activity, negative = inhibition, hits mostly inhibitors; recombinant Eya2, OMFP fluorescence dephosphorylation (OMFP is methylfluorescein phosphate); 0.006% of 330,000 active; further: potency means the concentration at half of the fitted maximal effect; on the % scale 0 is the no-effect control and ±100 the full control effect
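Eya2 (0.2 uM) preincubated 10 min at ambient with compound, then OMFP substrate added at 50 uM; 10 min reaction in 50 mM HEPES pH 7.5, 50 mM NaCl, 5 uM MgCl2, 0.05% BSA, 1 mM DTT. Fluorescence read at Ex 485/Em 525 nm.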
USP2a block: inhibitors of human ubiquitin-specific protease USP2a. O75604. USP2 core, Ub-CHOP2 coupled fluorogenic reporter, 485/531. Potency, µM (top dose mostly 38.3 µM), for inactives: top-dose activity change, negative = inhibition, usual class: inhibitors. 0.01% of 330,000 active;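 further: potency means the concentration at half of the fitted maximal effect; plate controls were DMSO wells for no effect and full inhibition by NEM control for full effect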
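USP2 core (10nM final) preincubated 30min RT with compound in 20mM Tris-HCl pH 8.0, 2mM CaCl2, 2mM beta-mercaptoethanol, 0.05% CHAPS; 25nM Ub-CHOP2 plus 25nM reporter substrate added, fluorescence (Ex485/Em531) read after 60min.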
TSHR antag: human thyrotropin receptor antagonism; P16473; TSHR-expressing cells, TSH-stimulated cAMP HTRF, 2 h; stronger effect = lower value; activity change, negative = inhibition, % at 11.5 µM; 0.2% of 330,000 active; AID 504810;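 active means activity change below a set negative limit, meaning inhibition stronger than a set level, cut at about -70% in these data; inconclusive means activity change between two set negative limits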; further: on the % scale 0 is the no-effect control and ±100 the full control effect
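Freshly harvested TSHR cells receive pin-tooled compound, then EC80 TSH at 4nM final. After 2 hours at 37 deg C, antibody in lysis buffer and cAMP-d2 are added; 30 minutes at ambient temperature precede the HTRF read.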
hERG WT inh: inhibitors of human wildtype KCNH2 potassium channel; Q12809; U2OS, BacMam KCNH2, thallium flux FluxOr; stronger effect = lower value; activity change, % at 1.84 µM; 0.37% of 340,000 active;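 active means maximum activity change below -70%; inconclusive means maximum activity change between -70% and -50%; inactive means maximum activity change above -50%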; further: on the % scale 0 is the no-effect control and ±100 the full control effect
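U2OS cells were transduced with wild-type KCNH2 virus (2.03 x 10^8 / mL) for 4 h at room temperature, then cultured overnight at 37 C. Thallium flux was read with FluxOr dye. Rate constants were normalized to DMSO controls.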
GALK inhibitor: inhibitors of human galactokinase; Potency, µM (series often up to 57.5 µM), inactives show at the top dose activity change, negative = inhibition, most hits filed as inhibitors; Purified GALK, Kinase-Glo residual ATP luminescence; 0.007% of 270,000 active; P51570; further: potency means the concentration at half of the fitted maximal effect; on the % scale 0 is the no-effect control and ±100 the full control effect
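GALK at 5 nM final was combined with compound, 35 uM ATP and 100 uM galactose in HEPES pH8.0 with MgCl2 and DTT. The reaction ran one hour at room temperature before luminescent ATP detection.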
S-ASM inh: inhibitors of human secretory acid sphingomyelinase; AID 504937; 0.006% of 340,000 active; placental ASM, HMU-PC fluorogenic substrate, 60 min; Potency, µM (top dose mostly 57.5 µM), inactives show at the highest dose activity change, negative = inhibition, usual class: inhibitors; P17405; further: potency means the concentration at half of the fitted maximal effect
Target sequence (P17405 47-631 limits assumed): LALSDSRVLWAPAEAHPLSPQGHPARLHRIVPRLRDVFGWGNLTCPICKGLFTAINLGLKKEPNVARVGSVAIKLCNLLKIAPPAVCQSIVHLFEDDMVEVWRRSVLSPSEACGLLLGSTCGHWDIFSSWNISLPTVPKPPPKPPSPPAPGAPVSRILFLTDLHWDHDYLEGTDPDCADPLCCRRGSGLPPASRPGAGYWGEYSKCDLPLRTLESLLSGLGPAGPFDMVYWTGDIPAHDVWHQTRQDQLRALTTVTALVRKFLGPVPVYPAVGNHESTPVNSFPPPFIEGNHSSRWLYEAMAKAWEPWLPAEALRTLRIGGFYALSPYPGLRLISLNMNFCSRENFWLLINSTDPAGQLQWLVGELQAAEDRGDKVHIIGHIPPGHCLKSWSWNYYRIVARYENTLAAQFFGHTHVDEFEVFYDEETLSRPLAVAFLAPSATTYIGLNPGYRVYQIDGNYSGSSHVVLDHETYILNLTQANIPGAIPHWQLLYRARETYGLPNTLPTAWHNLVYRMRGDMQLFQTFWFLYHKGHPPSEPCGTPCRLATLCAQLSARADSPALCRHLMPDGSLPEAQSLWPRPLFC
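Human placenta-derived ASM enzyme was preincubated with compound for 10 minutes at room temperature, then given fluorogenic substrate HMU-PC0 (9 uM final) for 60 minutes at 37 °C; a pH 10 stop preceded fluorescence reading at Ex 386/Em 447 nm.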
PKM2 activator: activators of human pyruvate kinase M2; AID 1631; 0.34% of 260,000 active; Potency, µM (highest dose often 57.5 µM), for the others: at the top dose activation, most hits filed as activators; purified PKM2, Kinase-Glo ATP luminescence, activation; response scale: 0% is enzyme alone, no compound; further: potency means the concentration at half of the fitted maximal effect; on the % scale 0 is the no-effect control and ±100 the full control effect; nearly all actives have a fitted effect of over 55% in size
Target sequence (P14618 whole entry, looked up): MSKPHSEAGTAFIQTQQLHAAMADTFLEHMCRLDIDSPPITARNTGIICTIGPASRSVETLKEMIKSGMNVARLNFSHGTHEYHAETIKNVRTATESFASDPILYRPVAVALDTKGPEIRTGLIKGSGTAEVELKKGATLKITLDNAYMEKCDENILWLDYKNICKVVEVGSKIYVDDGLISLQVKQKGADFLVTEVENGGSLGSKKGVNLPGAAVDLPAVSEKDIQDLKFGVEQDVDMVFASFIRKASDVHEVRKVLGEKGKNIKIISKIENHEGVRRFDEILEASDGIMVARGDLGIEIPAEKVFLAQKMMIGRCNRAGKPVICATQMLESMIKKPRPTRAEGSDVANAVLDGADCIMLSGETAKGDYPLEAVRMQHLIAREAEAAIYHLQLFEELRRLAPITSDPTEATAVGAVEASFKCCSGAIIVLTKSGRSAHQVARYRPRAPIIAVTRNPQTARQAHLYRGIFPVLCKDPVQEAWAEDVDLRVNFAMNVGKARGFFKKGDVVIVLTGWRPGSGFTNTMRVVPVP
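Purified hPK-M2 (>95% pure) converted ADP (0.1 mM final) to ATP with 0.5 mM PEP in 50 mM imidazole pH7.2, KCl, MgCl2, Tween 20, BSA; 1 h at room temperature. ATP detected by Kinase-Glo luminescence.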
MBNL1-CUG inh: MBNL1-poly(CUG) RNA binding inhibition; 0.036% of 280,000 active; Q9NR56; Potency, µM (doses to about 57.5 µM), without a hit: at the top dose activity change, negative = inhibition, hits mostly inhibitors; TR-FRET MBNL1-His/biotin-(CUG)12 binding, 665/545 ratio; active means well fitted inhibition curve with a large enough effect in the signal ratio, with a control signal flat, not every such curve was filed as active; inconclusive means small, poorly fitted or top-dose-only effect, or effect the other way, or a change in a side signal; inactive means no such curve, though single readings can be large or run the other way; the % refers to the signal ratio; further: potency means the concentration at half of the fitted maximal effect; on the % scale 0 is the no-effect control and ±100 the full control effect
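MBNL1-His + Biotin-(CUG)12, cpd titration 92 nM–58 uM; Tb anti-His Ab 0.055 ng/ul, SA-XL665 5 nM (final); 60 min RT; ratiometric 665/545 nm, Ex 340 nm; normalized to buffer and full-complex controls.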
The depositor's hits bear a star; i = inactive; u = inconclusive; x = no result given; [ ] = dose if it differs, or a comment. Unless noted, the call rests on the fitted dose curve; in most records, active means well fitted curve in the direction sought with a large enough effect; inconclusive means small, poorly fitted or top-dose-only effect, or another doubt; inactive means no such curve, though single readings can be large; an effect the other way counts as inactive or inconclusive. Some of the compounds tested; count on the stated rates, not on these rows.

#	Structure	Chronic BCR inh	Mito fusion yeast	Menin-MLL TR inh	Eya2 inh	USP2a block	TSHR antag	hERG WT inh	GALK inhibitor	S-ASM inh	PKM2 activator	MBNL1-CUG inh
1	CCOc1ccccc1C(=O)Nc1nnc(C(C)C)s1	-28.8%	5.8%	-5.5%	-1.5%	u	-13.9	-7.8	1.0%	0.0%	2.9%	-4.7%
2	C=CCn1c(SCc2cc(=O)n3ccsc3n2)nc2sc(C)c(C)c2c1=O	3.4%	1.5%	21.3%	19.9%[15.4 µM]	0.6%	-1.7	-3.3	-0.5%	-7.5%	-4.7%	15.2%
3	CN(C)C(=O)c1ccc(NC(=O)c2ccccc2SCC(=O)N2CCCC2)cc1	u	-5.2%	x	3.9%	0.9%	-8.7	-1.8	x	4.9%	x	x
4	COc1ccc(C(=O)/C(C#N)=N/Nc2ccc([N+](=O)[O-])cc2)cc1	-12.1%	u	u	2.0%	-0.1%	-41.1	-6.6	3.8%	-3.0%	-4.8%	5.1%
5	Cc1cc(C)n(CC(=O)Nc2ccc3c(c2)OCO3)c(=O)c1C#N	-1.7%	0.7%	x	-14.1%	1.0%	-1.3	6.5	x	-1.0%	x	x
6	O=C(N/C(=C/c1cn(-c2ccccc2)nc1-c1ccccc1)C(=O)N1CCOCC1)c1ccc(Cl)cc1Cl	0.5%	1.1%	0.8%	-0.2%	-0.5%	3.8	7.9	0.1%	-7.4%	-1.5%	x
7	CCn1c(CCn2c3ccccc3c3ccccc32)n[nH]c1=S	-7.8%	3.1%	4.9%	1.0%	-0.8%	5.7	-1.1	x	-0.2%	-21.7%	u
8	O=C(c1cccc([N+](=O)[O-])c1)c1ccc2c(c1)OCCOCCOCCOCCO2	-19.1%	1.1%	x	12.0%	1.6%	1.3	12.5	-0.4%	-3.7%	-1.9%	u
9	O=S(=O)(Nc1ccccc1Cl)c1ccc(F)cc1	-1.6%	7.3%	u	15.1%	0.3%	-7.1	-12.1	0.1%	3.3%	0.2%	7.1%
10	Cc1cccc(C2N(c3nccs3)C(=O)C3CCCN32)c1 (stereo not drawn)	0.5%	-1.8%	-3.9%	14.5%	6.9%	13.2	8.0	3.5%	3.7%	2.4%	14.7%
11	O=C(Nc1ccc2nc(-c3ccccn3)c(-c3ccccn3)nc2c1)N1CCOCC1	-6.5%	-0.1%	-21.4%	2.8%	1.2%	-10.3	1.1	1.4%	x	-4.9%	-0.8%
12	Cc1cccc(/C=N/c2sc3c(c2C#N)CCN(Cc2ccccc2)C3)c1O	1.2%	-0.4%	-7.2%	-10.4%	4.3%	12.2	0.3	0.8%	28.1%	10.1%	x
13	CCOC(=O)c1c(C)n(C)c2ccc(OC)c(NC(=O)CN3CCC(C(=O)OCC)CC3)c12	-19.8%	7.6%	x	-6.9%	-0.6%	-1.5	1.3	-1.4%	-5.4%	-6.7%	x
14	C=C1C(=O)O[C@@]23[C@H]1CC[C@@H](C)[C@@H]2CC[C@@]1(C)O[C@@H]31	u	x	x	20.4%	2.2%	12.3	3.5	x	2.4%	x	x
15	Cc1cc(C)cc(NC(=O)C/C(N)=N/O)c1	-6.0%	5.1%	-2.6%	12.3%	3.1%	3.8	-9.9	-1.2%	-2.7%	0.5%	0.6%
16	COc1cc(/C=C2\SC(=O)N(Cc3ccc(F)cc3)C2=O)cc([N+](=O)[O-])c1O	7.3%	2.4%	u	2.5%	-0.5%	-17.7	-11.6	2.5%	-2.3%	0.0%	0.7%
17	COc1ccc(NC(=O)[C@@H]2CCCN2S(=O)(=O)c2cccc3cccnc23)cc1	-5.3%	5.0%	x	-1.9%	0.4%	10.3	x	x	3.2%	x	x
18	C[C@H]1CN=C(N(C)C)N1CCc1ccccc1	-1.4%	-7.3%	x	-2.6%	1.0%	1.2	1.7	x	6.0%	x	x
19	Cc1cn(-c2cc(C(=O)Nc3ccc(C)c(NC(=O)C(=O)c4c[nH]c5ccccc45)c3)cc(C(F)(F)F)c2)cn1	u	-3.2%	x	-23.4%	-3.0%	-8.3	3.3	3.7%	-7.3%	2.3%	2.6%
20	CCCc1cc(C(=O)NCCc2ccc(OC)c(OC)c2)no1	-2.3%	-6.7%	-17.7%[11.7 µM]	-3.5%	1.6%	-20.1	4.6	1.6%	0.7%	1.5%	-9.3%
21	COc1ccc(C[C@H]2c3cc(O)c(OC)cc3CC[N+]2(C)[O-])cc1O (stereo partly drawn)	u	-11.3%	x	-9.6%	8.5%	-7.9	-3.5	0.1%	19.2%	15.4%	17.3%
22	O=C(COC(=O)Cc1cn2ccsc2n1)Nc1nc2ccccc2s1	-0.7%	-1.3%	u	6.2%	-2.3%	10.0	-3.2	0.5%	-8.4%	12.0%	12.9%
23	COc1ccc(-n2c(=S)[nH]c3cc(C(=O)O)ccc3c2=O)cc1	13.6%	-1.5%	-0.4%	-3.2%	0.1%	7.2	-12.1	-2.7%	8.8%	1.1%	-14.3%
24	CC(C)=C[C@H]1C[C@H](C)[C@H]2CC[C@H](C)c3c(O[C@@H]4OC[C@@H](O)[C@H](O)C4O)c(O)c(C)c1c32 (stereo partly drawn)	6.3%	x	x	-24.6%	-16.3%	-6.6	-3.5	x	u	x	x
25	COc1ccc(OCC(=O)Nc2ccc3c(c2)nc(CCNC(C)=O)n3C)cc1	3.0%	-0.6%	-13.9%	-1.8%	-0.1%	0.9	4.9	-4.6%	8.2%	2.1%	-6.1%
26	CC(=O)N(C)c1ccc(N=Nc2c(C)[nH]n(C(N)=S)c2=O)cc1	3.0%	-5.4%	11.3%	22.6%	0.4%	-9.8	-6.3	-2.9%	-6.0%	-0.8%	u
27	O=C(c1cc2nc(-c3ccco3)cc(C(F)(F)F)n2n1)N1CCCc2ccccc21	6.9%	-1.2%	-10.4%	6.1%	-5.2%	6.3	0.8	1.4%	9.7%	-0.9%	-0.5%
28	CCOc1ccc(C(=O)C(C)OC(=O)c2cnc(C)cn2)cc1 (stereo not drawn)	3.6%	5.4%	x	12.8%	-0.9%	-2.0	-5.1	x	x	x	x
29	CN(C)C(CNC(=O)CSc1nnc(-c2ccco2)o1)c1ccccc1 (stereo not drawn)	-2.2%	-5.4%	1.1%	14.6%	0.2%	4.6	8.4	5.5%	3.9%	-4.9%	-4.8%
30	CC1CN(CC(=O)NCc2ccccc2)CC(C)O1 (stereo not drawn)	9.8%	0.9%	-0.4%	8.4%	1.6%	6.3	-9.1	3.7%	2.5%	0.0%	-2.1%
31	CSc1ncccc1C(=O)OCC(=O)Nc1cc(C(F)(F)F)ccc1N1CCOCC1	u	6.8%	22.5%	1.3%	-2.4%	-8.5	7.5	2.6%	-21.3%	-2.9%	-9.8%
32	CC(C)OC(=O)c1cc2c(ccn2C)n1CC(=O)N(Cc1ccccc1)c1ccc(F)cc1	u	21.7%	-9.7%	-28.0%	-11.0%	16.0	-12.3	-0.8%	-10.1%	-9.0%	2.9%
33	O=C(Oc1cccc(NC(=O)c2ccco2)c1)c1cccc(S(=O)(=O)N2CCCCC2)c1	u	1.1%	-9.5%	20.3%	-8.8%	-0.5	10.3	1.7%	-7.4%	-4.1%	3.8%
34	CN(CCCN1CCCCC1)C(=O)c1cc(COc2ccc(F)cc2F)on1	0.3%	2.9%	4.1%	-10.5%	0.3%	-4.0	13.2	3.3%	-0.2%	-11.0%	0.7%
35	CCCCc1cc(=O)oc2c(CN3CCN(C)CC3)c(O)ccc12	-9.6%	-4.4%	-13.9%	3.2%	-5.7%	-1.1	-6.6	x	i	x	26.2%
36	CCOC(=O)Cc1csc(NC(=O)c2ccc3ncsc3c2)n1	u	-27.2%	x	-2.4%	-0.1%	-9.7	-7.8	-1.4%	-1.2%	-1.1%	-1.3%
